# IL1B NFkB inh: inhibitors of IL-1B driven NFkB p65 nuclear import, primary screen, imaging, HUVEC, IL-1B stimulus, high-content imaging; HUVEC IL-1B NFkB p65 nuclear translocation imaging; hit rate 0.43% among 94,000; inhibition, % at 2 µM;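 active = inhibition above about 30% together with a positive call from visual inspection of the well image, limit read from the data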;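 also: nuclear over cytoplasmic p65 intensity ratio measured by imaging; 0% = IL-1B stimulated DMSO wells and 100% = unstimulated DMSO wells; values of inactives mirror those of a sister screen read the other way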
# PLAP inhibitors HTS: PLAP enzyme inhibitors, biochemical, luminescence, HTS (AID 690) | purified PLAP, luminescent substrate; higher % means a stronger effect | inhibition, % at 20 µM, or IC50 in µM where a hit was titrated | hit rate 0.08% among 96,000; in the data active = a potency from the dose series; inactive = the rest, 99 in 100 with inhibition below about 30%; also: strong numbers were not always called active
# Bcl-B displacement: displacers of TR3 peptide from Bcl-B, primary screen, selectivity assay for Bfl-1 inhibitor project, biochemical, fluorescence polarization | Bcl-2-like protein 10 (Homo sapiens) | FP displacement of FITC-TR3 peptide from Bcl-B; higher % means a stronger effect | one-dose displacement, % at 20 µM; IC50 in µM for titrated hits | hit rate 0.11% among 96,000;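 active = displacement above 50% at 20 µM plus a fluorescence interference ratio under 1.5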;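 also: plate controls were wells without compound for no effect and wells lacking Bcl-B protein for full effect; a part of the inactive calls stands beside numbers as strong as those of hits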
# MRP reversal: reversal of MRP1-mediated doxorubicin resistance, primary screen, H69AR cells, doxorubicin co-treatment; H69AR cells + 2 uM doxorubicin, CellTiter-Glo, 72 h; differential viability (reversal), % at 10 µM; hit rate 0.04% among 85,000; AID 602, 2007;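 active = viability drop by adding the cancer drug above about 55%, with treated viability meeting a 40% cutoff, limit read from the data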;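 also: viability without doxorubicin minus viability with 2 µM doxorubicin for each compound; larger differential means the compound sensitizes cells more to doxorubicin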
# IL1B NFkB pot: enhancers of NFkB p65 translocation in HUVEC – imaging, IL-1B stimulus, high-content imaging, primary screen | HUVEC IL-1B NFkB p65 nuclear translocation imaging | activation, % at 2 µM | hit rate 0.3% among 94,000 | AID 819, 2007;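 active = activation above 40%, about the mean plus 3 SD, also judged a hit on visual image review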;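 also: percent activation is computed from the nuclear over cytoplasmic p65 intensity ratio; values of inactives mirror those of a sister screen read the other way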
# MRP reversal cytotoxicity: second read-out of MRP reversal, no call of its own (marks repeat the call); viability, %; H69AR cells, CellTiter-Glo, 72 h; measured here: cytotoxicity without doxorubicin
# MRP reversal with doxorubicin: further read-out of MRP reversal, marked with its call; viability, %; measured here: viability with 2 uM doxorubicin; active compounds read low
# IL1B NFkB inh cell count 2 µM: further read-out of IL1B NFkB inh, marked with its call; cell count; measured here: cells passing quality filter;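 raw number of nuclei counted in each imaged well without normalization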
# IL1B NFkB pot cell count 2 µM: also measured in IL1B NFkB pot; calls as there; cell count; measured here: cells passing quality filter
# * hit, by the source's call; . = no result given. A portion of the library; rates above refer to the full screens.
1. COC(=O)c1sc2ncccc2c1OCc1c(Cl)cccc1Cl
2. CCn1c(CNc2ccc(OC)cc2)nnc1SCC(=O)N1CCCc2ccccc21
3. CCOC(=O)c1c(N)sc(C(N)=O)c1C
4. CC(C)n1c(SCCCc2ccccc2)nc2c1c(=O)[nH]c(=O)n2C
5. COc1ccc(-c2nnc(SCc3nnc(-c4ccc(Cl)cc4)o3)n2-c2ccccc2)cc1
6. Cc1ccc(NC(=O)Cn2c(/C=C/c3ccccc3)nc3ccccc32)cc1C

assay / entry,1,2,3,4,5,6
MRP reversal cytotoxicity,.,63,88,.,89,.
PLAP inhibitors HTS,2%,-12%,-1%,7%,-28%,-8%
IL1B NFkB pot,9,13,.,-38,28,7
Bcl-B displacement,-17%,7%,7%,-4%,-8%,-10%
MRP reversal,.,-3,-6,.,6,.
IL1B NFkB inh,-9,-13,.,38*,-28,-7
IL1B NFkB inh cell count 2 µM,145,208,.,56*,122,112
MRP reversal with doxorubicin,.,66,94,.,84,.
IL1B NFkB pot cell count 2 µM,145,208,.,56,122,112

7. CCn1c(C)cc2c(c1=O)C(c1ccccc1Br)C(C#N)=C(N)O2 (configuration not stated)
8. COc1ccc(C2C(C(=O)N3CCN(c4ccccc4F)CC3)c3ccccc3C(=O)N2C)cc1 (configuration not stated)
9. CCOC(=O)c1cc2c(N)c(C(=O)c3cc(C#N)c(SC)nc3C)sc2nc1C
10. Cc1nnc(SCC(=O)N2CCC(c3noc4ccc(F)cc34)CC2)s1
11. CCCCCC(=O)N/N=C(\C)c1ccc(Cl)cc1
12. CCOC(=O)C(NC(=O)Nc1ccccc1)(OCC)C(F)(F)F (configuration not stated)

assay / entry,7,8,9,10,11,12
MRP reversal cytotoxicity,93,54,16,61,.,104
PLAP inhibitors HTS,5%,-56%,-4%,-12%,-13%,22%
IL1B NFkB pot,.,6,2,13,4,4
Bcl-B displacement,1%,7%,-8%,0%,-15%,-5%
MRP reversal,2,-21,-18,-24,.,4
IL1B NFkB inh,.,-6,-2,-13,-4,-4
IL1B NFkB inh cell count 2 µM,.,148,182,94,142,148
MRP reversal with doxorubicin,91,75,34,85,.,101
IL1B NFkB pot cell count 2 µM,.,148,182,94,142,148

13. CCN(CC)S(=O)(=O)c1ccc(C(=O)OC2CCCCC2CN(C)C)cc1 (configuration not stated)
14. COC(=O)CC1Nc2ccccc2SC1=O (configuration not stated)
15. COC(=O)CSc1nc(C)cc(Oc2ccccc2)n1
16. Cc1ccc(CC2CC(=O)N(c3ccc4c(c3)OCCO4)C2=O)cc1 (configuration not stated)
17. COc1ccc(/C=C2/SC(=S)N(CCC(=O)O)C2=O)cc1
18. CN1CCN(c2nc3c(c(=O)[nH]c(=O)n3C)n2CCOc2ccccc2)CC1

assay / entry,13,14,15,16,17,18
MRP reversal cytotoxicity,104,.,96,90,.,88
PLAP inhibitors HTS,-54%,23%,0%,-19%,-18%,-38%
IL1B NFkB pot,-1,6,.,-2,-7,8
Bcl-B displacement,7%,12%,7%,2%,2%,2%
MRP reversal,10,.,2,-5,.,-2
IL1B NFkB inh,1,-6,.,2,6,-8
IL1B NFkB inh cell count 2 µM,166,224,.,137,180,132
MRP reversal with doxorubicin,94,.,94,95,.,90
IL1B NFkB pot cell count 2 µM,166,224,.,137,180,132

19. Cc1ccccc1NC(=O)C1CCC(C)(C(=O)O)C1(C)C (configuration not stated)
20. CCc1nnc(NS(=O)(=O)c2ccc(N=Cc3c(C)[nH]n(-c4ccc(C)cc4)c3=O)cc2)s1
21. O=C(Nc1ccccc1C(=O)OCc1nnc(-c2ccccc2)o1)c1ccco1
22. Cc1nc2nc(C)c(CCC(=O)NCCCN3CCN(c4cccc(Cl)c4)CC3)c(C)n2n1
23. Oc1ccc(C2=Nn3c(nnc3-c3ccco3)SC2)cc1O
24. CC(C)c1nnc(NC(=O)c2cnccn2)s1

assay / entry,19,20,21,22,23,24
MRP reversal cytotoxicity,92,.,82,.,.,90
PLAP inhibitors HTS,-2%,-29%,-44%,-40%,21µM*,-21%
IL1B NFkB pot,12,2,15,4,-10,0
Bcl-B displacement,-12%,-1%,-100%,10%,57%*,2%
MRP reversal,-16,.,2,.,.,0
IL1B NFkB inh,-12,-2,-15,-4,10,0
IL1B NFkB inh cell count 2 µM,199,150,96,193,116,114
MRP reversal with doxorubicin,108,.,81,.,.,90
IL1B NFkB pot cell count 2 µM,199,150,96,193,116,114

25. CC(=O)Nc1ccc(C(=O)CSc2ncn(-c3ccccc3)n2)cc1
26. CC(C)(C)c1nn(-c2ccccc2)c2[nH]c(=O)c(CNCc3ccc4c(c3)OCO4)cc12
27. COc1cccc(N2CCN(C3OC(=O)c4ccccc43)CC2)c1 (configuration not stated)
28. CCOC(=O)c1ccc2[nH]c3c(c2c1)CCCC3C(=O)OCC (configuration not stated)
29. CCOC(=O)N1CCN(C(=O)C2CCCN(Cc3nc(-c4ccc(Cl)cc4)oc3C)C2)CC1 (configuration not stated)
30. O=C(CN1CCN(Cc2ccccc2)CC1)c1c[nH]c2ccccc12

assay / entry,25,26,27,28,29,30
MRP reversal cytotoxicity,77,1,89,90,82,70
PLAP inhibitors HTS,-3%,-107%,-33%,-10%,-61%,-4%
IL1B NFkB pot,16,-6,15,6,2,11
Bcl-B displacement,-2%,7%,13%,4%,-9%,-43%
MRP reversal,13,-2,-19,-3,-15,1
IL1B NFkB inh,-16,6,-15,-6,-2,-11
IL1B NFkB inh cell count 2 µM,178,143,180,174,84,164
MRP reversal with doxorubicin,64,3,108,92,97,68
IL1B NFkB pot cell count 2 µM,178,143,180,174,84,164

31. Cc1cc(Cl)ccc1OCCCC(=O)NC1CCN(C)CC1
32. CCC(CC)NC(=O)c1n[nH]c(=O)c2ccccc12
33. C(#CCN1CCOCC1)COC(c1ccccc1)c1ccccc1
34. c1c2c(cc3sc(N4CCCCC4)nc13)OCO2
35. COc1ccccc1NC(=O)COc1ccc(C(=O)OCC(=O)N2CCCC2=O)cc1OC
36. C=CCn1cnc2scc(-c3ccc(CC)cc3)c2c1=O

assay / entry,31,32,33,34,35,36
MRP reversal cytotoxicity,91,86,88,66,92,86
PLAP inhibitors HTS,-16%,6%,.,-7%,-4%,-2%
IL1B NFkB pot,.,-3,-17,-2,0,16
Bcl-B displacement,-2%,7%,.,0%,-7%,-8%
MRP reversal,7,-9,4,-8,-1,4
IL1B NFkB inh,.,3,17,2,0,-16
IL1B NFkB inh cell count 2 µM,.,146,88,119,95,58
MRP reversal with doxorubicin,84,95,84,74,93,81
IL1B NFkB pot cell count 2 µM,.,146,88,119,95,58

37. COc1ccc(N(C)C(=O)CCS(=O)(=O)c2cccc3nonc23)cc1
38. CCOC(=O)c1c(C)[nH]c(C(=O)COC(=O)c2ccncc2)c1C
39. CC1CCN(C(=O)C2CCC(CNS(=O)(=O)c3cccc4cccnc34)CC2)CC1 (configuration not stated)
40. O=C(Nc1nncs1)Oc1ccccc1
41. CN=c1scc(C)n1/N=C/c1ccc(O)cc1
42. CC(C)C(c1nnnn1Cc1ccco1)N1CCN(C2CCCC2)CC1 (configuration not stated)

assay / entry,37,38,39,40,41,42
MRP reversal cytotoxicity,87,96,102,71,68,88
PLAP inhibitors HTS,-1%,-2%,-64%,6%,-25%,-17%
IL1B NFkB pot,-5,11,25,0,-4,6
Bcl-B displacement,-7%,-43%,6%,-2%,-3%,-6%
MRP reversal,8,5,13,-23,-11,-1
IL1B NFkB inh,5,-11,-25,0,4,-6
IL1B NFkB inh cell count 2 µM,47,117,189,102,98,122
MRP reversal with doxorubicin,79,91,89,94,79,90
IL1B NFkB pot cell count 2 µM,47,117,189,102,98,122

43. Cc1csc2nc3ccccc3c(=O)n12
44. CCN1C(=O)/C(=C2/Sc3ccccc3N2CCCS(=O)(=O)O)SC1=S
45. CCOC(=O)c1ccccc1NC(=O)CSc1cccc[n+]1[O-]
46. Cc1sc2ncnc(SCC(=O)c3ccc(Cl)s3)c2c1C
47. CCCCCCC(=O)Nc1c(O)c2ccccc2[nH]c1=O
48. COc1ccc(C)cc1S(=O)(=O)Nc1ccccc1
49. CCOc1ccc2[nH]c3c(N4CCN(c5ccccn5)CC4)ncnc3c2c1
50. O=S(=O)(c1cnc[nH]1)N1CCN(c2ccc(Cl)cc2)CC1
51. CC(C)OCC(O)CS(=O)Cc1ccccc1 (configuration not stated)

assay / entry,43,44,45,46,47,48,49,50,51
MRP reversal cytotoxicity,94,110,84,97,91,100,.,.,97
PLAP inhibitors HTS,9%,-14%,-18%,-8%,-2%,12%,27%,-3%,1%
IL1B NFkB pot,-7,10,4,-6,.,14,-8,-9,27
Bcl-B displacement,-3%,-51%,1%,-32%,4%,3%,4%,1%,-7%
MRP reversal,2,10,-7,7,7,-6,.,.,3
IL1B NFkB inh,7,-10,-4,6,.,-14,8,9,-27
IL1B NFkB inh cell count 2 µM,155,224,172,161,.,70,100,170,182
MRP reversal with doxorubicin,93,100,91,90,84,106,.,.,94
IL1B NFkB pot cell count 2 µM,155,224,172,161,.,70,100,170,182

# Records 43 to 44 of the list above:
43. Cc1csc2nc3ccccc3c(=O)n12
44. CCN1C(=O)/C(=C2/Sc3ccccc3N2CCCS(=O)(=O)O)SC1=S

assay / entry,43,44
MRP reversal cytotoxicity,94,110
PLAP inhibitors HTS,9%,-14%
IL1B NFkB pot,-7,10
Bcl-B displacement,-3%,-51%
MRP reversal,2,10
IL1B NFkB inh,7,-10
IL1B NFkB inh cell count 2 µM,155,224
MRP reversal with doxorubicin,93,100
IL1B NFkB pot cell count 2 µM,155,224

# In the list so far, these have an aryl methoxy group.
2. CCn1c(CNc2ccc(OC)cc2)nnc1SCC(=O)N1CCCc2ccccc21
5. COc1ccc(-c2nnc(SCc3nnc(-c4ccc(Cl)cc4)o3)n2-c2ccccc2)cc1
8. COc1ccc(C2C(C(=O)N3CCN(c4ccccc4F)CC3)c3ccccc3C(=O)N2C)cc1 (configuration not stated)
17. COc1ccc(/C=C2/SC(=S)N(CCC(=O)O)C2=O)cc1
27. COc1cccc(N2CCN(C3OC(=O)c4ccccc43)CC2)c1 (configuration not stated)
35. COc1ccccc1NC(=O)COc1ccc(C(=O)OCC(=O)N2CCCC2=O)cc1OC
37. COc1ccc(N(C)C(=O)CCS(=O)(=O)c2cccc3nonc23)cc1
48. COc1ccc(C)cc1S(=O)(=O)Nc1ccccc1

assay / entry,2,5,8,17,27,35,37,48
MRP reversal cytotoxicity,63,89,54,.,89,92,87,100
PLAP inhibitors HTS,-12%,-28%,-56%,-18%,-33%,-4%,-1%,12%
IL1B NFkB pot,13,28,6,-7,15,0,-5,14
Bcl-B displacement,7%,-8%,7%,2%,13%,-7%,-7%,3%
MRP reversal,-3,6,-21,.,-19,-1,8,-6
IL1B NFkB inh,-13,-28,-6,6,-15,0,5,-14
IL1B NFkB inh cell count 2 µM,208,122,148,180,180,95,47,70
MRP reversal with doxorubicin,66,84,75,.,108,93,79,106
IL1B NFkB pot cell count 2 µM,208,122,148,180,180,95,47,70
